Rv3671c protease: Rv3671c serine protease inhibitors, primary screen, biochemical, fluorescence polarization, M. tuberculosis H37Rv | P9WHR9 | inhibition, % at 5.96 µM | actives 0.048% (n = 320,000) | AID 2606, 2010; in the data active = inhibition above about 38%;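 also: extracellular domain of Rv3671c used as enzyme; 0% = enzyme with DMSO and 100% = no enzyme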
Target sequence (P9WHR9 whole entry, looked up, the tested form may be a part): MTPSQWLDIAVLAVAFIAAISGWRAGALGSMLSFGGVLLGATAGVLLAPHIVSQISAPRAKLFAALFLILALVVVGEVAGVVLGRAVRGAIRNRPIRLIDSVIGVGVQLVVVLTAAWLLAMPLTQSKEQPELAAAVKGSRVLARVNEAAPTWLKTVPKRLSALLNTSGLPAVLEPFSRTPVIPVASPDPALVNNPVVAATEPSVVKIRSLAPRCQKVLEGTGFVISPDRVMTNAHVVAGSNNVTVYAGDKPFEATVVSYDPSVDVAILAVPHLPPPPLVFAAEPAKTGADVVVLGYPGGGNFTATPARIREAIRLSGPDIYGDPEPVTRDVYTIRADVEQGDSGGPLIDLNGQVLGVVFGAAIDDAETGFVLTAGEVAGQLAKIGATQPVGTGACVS
Yp Topo-I inh: Yersinia pestis topoisomerase I inhibitors, primary screen, biochemical, cleavage product accumulation, plate reader, single point. AID 504884, 2011. DNA topoisomerase I (Yersinia pestis CO92). actives 0.064% (n = 360,000). activity, % at 10 µM. Y. pestis Topo-I cleavage product accumulation; in the data active = activity above about 50%, passing the limit was not always enough; also: inactives centre near 2
SARS 3CLpro inh: SARS-CoV 3CLpro protease inhibitors, primary screen, biochemical, quenched FRET. recombinant SARS-CoV 3CLpro, quenched FRET peptide cleavage. actives 0.14% (n = 290,000). AID 1706, 2009. inhibition, % at 6 µM. Replicase polyprotein 1ab (Severe acute respiratory syndrome coronavirus), P0C6X7; in the data active = inhibition above about 12%
VHR inh abs: VHR1 phosphatase inhibitors, primary screen, biochemical, absorbance, uHTS; Dual specificity protein phosphatase 3 (Homo sapiens), P51452; recombinant VHR phosphatase, pNPP absorbance; inhibition, % at 13.3 µM; actives 0.52% (n = 290,000); AID 1654, 2009; in the data active = inhibition above about 50%; also: some compounds called inactive have numbers as strong as hits
Target sequence (P51452 whole entry, looked up): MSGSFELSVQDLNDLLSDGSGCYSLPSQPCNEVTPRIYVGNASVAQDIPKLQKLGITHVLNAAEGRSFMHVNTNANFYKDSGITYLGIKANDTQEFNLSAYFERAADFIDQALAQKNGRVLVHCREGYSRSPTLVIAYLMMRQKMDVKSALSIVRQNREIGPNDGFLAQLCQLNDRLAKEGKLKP
MazF activator: activators of E. coli MazEF toxin-antitoxin RNase, primary screen, biochemical, fluorescence, uHTS. activation, % at 20 µM. actives 0.32% (n = 350,000). Endoribonuclease toxin MazF (Escherichia coli (strain K12)), P0AE70. AID 504720, 2011. FAM/BHQ RNA-DNA oligo cleavage fluorescence, 5 h; in the data active = activation above about 50%
Target sequence (P0AE70 whole entry, looked up): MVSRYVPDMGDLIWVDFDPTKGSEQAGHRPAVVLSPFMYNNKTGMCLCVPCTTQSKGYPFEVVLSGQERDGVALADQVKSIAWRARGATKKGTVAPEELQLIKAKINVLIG
TcdB inh: TcdB glycohydrolase inhibitors, primary screen, biochemical, single point, plate reader | AID 652162, 2013 | Toxin B (Clostridioides difficile), P18177 | actives 0.24% (n = 350,000) | TcdB glycohydrolase enzymatic assay | inhibition, % at 9.99 µM; in the data active = inhibition above about 10%
BH1578 lux ind: inducers of Vibrio cholerae quorum light production without autoinducers, primary screen, BH1578 luxS cqsA deficient, single point; AID 588436, 2011; activation, % at 18.7 µM; actives 0.16% (n = 350,000); V. cholerae BH1578 lux reporter, luminescence, 6 h; in the data active = activation mostly above about 9.7%, no sharp cut-off; also: not every result past the cut was called active; inactives centre near 0; reference of the scale not given here
PrPC TRFRET: inhibitors of human cell surface prion protein PrPC, primary screen, cell-based, TR-FRET. Major prion protein (Homo sapiens), P04156. TR-FRET read-out. inhibition, % at 13.8 µM. actives 0.43% (n = 370,000); in the data active = inhibition above about 24%; also: 0% = median of the test wells and 100% = reference compound wells
PriA SSB inh: inhibitors of Klebsiella pneumoniae PriA binding to SSB C-terminal tail, primary screen, biochemical, AlphaScreen; AlphaScreen SSBct-PriA binding, biotinylated peptide; AID 1272365, 2023; inhibition, % at 33 µM; PriA–SSB C-terminal tail interaction (Klebsiella pneumoniae); actives 0.6% (n = 430,000); in the data active = inhibition mostly above about 37%, no sharp cut-off; inactive = mostly below about 20%;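 also: plate controls were negative control peptide for no effect and reference peptide for full effect; strong numbers were not always called active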
CCHF vOTU inh: CCHFV vOTU protease inhibitors, primary screen, biochemical, Pep-AMC substrate, fluorescence; Crimean-Congo hemorrhagic fever virus L polyprotein viral ovarian tumor (vOTU) protease …; inhibition, % at 11.5 µM; actives 0.55% (n = 370,000); in the data active = inhibition above about 30%; also: 0% = vehicle wells with enzyme and 100% = no enzyme wells
* marks the source's active call; other numbers are inactive results; i = inactive; nt = no result given; & = joins results of further samples. The list is partial. The share of hits here may be higher or lower than overall.

SMILES	Rv3671c protease	Yp Topo-I inh	SARS 3CLpro inh	VHR inh abs	MazF activator	TcdB inh	BH1578 lux ind	PrPC TRFRET	PriA SSB inh	CCHF vOTU inh
O=C(Cc1ccc(NC2=NC3CS(=O)(=O)CC3S2)cc1)Nc1ccc(F)cc1 (configuration not stated)	1	-2	-1	2	1	-0.2	-1.3	4	-15	-1
CN(C)/C=C1\C(=O)Oc2ccccc2C1=O	3	-1	nt	nt	-1	1.2	i	3	1	-12
Cc1nc(P(=O)(c2ccccc2)c2ccccc2)c(N2CCOCC2)o1	-4	1	2	14	-7	nt	-0.2	-1	-1	-3
CC(=O)c1ccc(S(=O)(=O)Nc2ccc(Cl)c(S(=O)(=O)N3CCCC3)c2)cc1	8	6	nt	nt	-3	1.6	-1.4	10	3	7
C=CCn1c(CCn2c3ccccc3c3ccccc32)n[nH]c1=S	-4	13	-5	-14	1	-0.5	-0.2	-3	2	-10
CCCOc1ccc(N2CC(C(=O)Nc3ccc4c(c3)OCO4)CC2=O)cc1 (configuration not stated)	3	-2	-8	21	-7	0.4	-0.2	2	-12	-5
CC(NC(=O)/C(C#N)=C1\N=C(NC(=O)c2ccco2)c2ccccc21)c1ccccc1 (configuration not stated)	-12	-1	-1	1	-9	1.4	-0.4	2	-2	5
COc1ccc(-c2nc(CSCC(=O)NCc3ccco3)c(C)o2)cc1	3	14	-5	17	8	nt	-0.4	nt	-4	nt
Nc1nonc1-n1nnc(C(=O)N/N=C\c2cccc(Cl)c2)c1CN1CCOCC1	-5	-4	-5	15	-4	2.3	-0.5	2	nt	13
CC1(C(=O)N/N=C/c2c(F)c(F)c(F)c(F)c2F)CC1(Cl)Cl (configuration not stated)	-4	4	nt	nt	5	1.8	-0.8	-6	nt	7
COc1cc2c(cc1OC)CN(CC(=O)Nc1cccc([N+](=O)[O-])c1)CC2	-7	-7	0	-9	9	1.0	i	-7	-2	5
Cc1ccc(NC(=O)COC(=O)c2cc(C)nc3ccccc23)c([N+](=O)[O-])c1	-1	0	0	13	-2	1.3	i	1	-1	-4

Another view of 6 compounds above.
Fields – Rv3671c protease, Yp Topo-I inh, SARS 3CLpro inh, VHR inh abs, MazF activator, TcdB inh, BH1578 lux ind, PrPC TRFRET, PriA SSB inh, CCHF vOTU inh
> O=C(Cc1ccc(NC2=NC3CS(=O)(=O)CC3S2)cc1)Nc1ccc(F)cc1 (configuration not stated)
→ 1, -2, -1, 2, 1, -0.2, -1.3, 4, -15, -1
> CN(C)/C=C1\C(=O)Oc2ccccc2C1=O
→ 3, -1, nt, nt, -1, 1.2, i, 3, 1, -12
> Cc1nc(P(=O)(c2ccccc2)c2ccccc2)c(N2CCOCC2)o1
→ -4, 1, 2, 14, -7, nt, -0.2, -1, -1, -3
> CC(=O)c1ccc(S(=O)(=O)Nc2ccc(Cl)c(S(=O)(=O)N3CCCC3)c2)cc1
→ 8, 6, nt, nt, -3, 1.6, -1.4, 10, 3, 7
> C=CCn1c(CCn2c3ccccc3c3ccccc32)n[nH]c1=S
→ -4, 13, -5, -14, 1, -0.5, -0.2, -3, 2, -10
> CCCOc1ccc(N2CC(C(=O)Nc3ccc4c(c3)OCO4)CC2=O)cc1 (configuration not stated)
→ 3, -2, -8, 21, -7, 0.4, -0.2, 2, -12, -5

The results go on:
SMILES	Rv3671c protease	Yp Topo-I inh	SARS 3CLpro inh	VHR inh abs	MazF activator	TcdB inh	BH1578 lux ind	PrPC TRFRET	PriA SSB inh	CCHF vOTU inh
CN1C(=O)CC(N2CCN(C(=O)CN3CCCC3)CC2)C1=O (configuration not stated)	-7	-8	-2	-1	-3	nt	i	0	-6	6
COc1ccc(C2=NO[C@@H]3C(=O)N(c4ccc5c(c4)OCCO5)C(=O)[C@H]23)cc1OC	-3	-12	2	11	9	nt	-0.3	2	-1	1
CCn1c(=S)[nH]c2sc3c(c2c1=O)CCCC3	-5	-2	3	1	-6	3.3	-0.1	2	21	2
CCOC(=O)c1ccc(NC(=O)c2cc(C)nn2-c2ccccc2)cc1	-8	-9	-1	4	4	1.5	0.6	10	-5	-1
O=C(COc1ncnc2ccccc12)NCCC1=CCCCC1	2	1	4	12	8	nt	i	-10	-15	1
Cn1c(SCCCC(=O)c2ccc(Br)cc2)nnc1-c1ccncc1	7	-8	1	6	-2	nt	-0.3	3	-5	-7
Cc1ccc(S(=O)(=O)N2CCOCC2)cc1C(=O)OCC(=O)c1c(N)n(C)c(=O)n(C)c1=O	2	7	nt	nt	-11	-0.3	i	2	-9	25
COc1ccc(NC(=O)N(C)C[C@H]2Oc3ccc(NC(=O)CCC(F)(F)F)cc3C(=O)N([C@H](C)CO)C[C@@H]2C)cc1	8	-3	nt	nt	3	-1.3&1.4	-0.7	3	-6	-3
O=C(NC1CCN(Cc2ccc(Cl)c(Cl)c2)CC1)c1ccccc1	-2	6	-2	0	0	1.5	-0.6	-4	5	2
Cc1ccc(-c2nc3ncccn3c2Nc2ccc3c(c2)OCCO3)cc1	7	-6	0	0	6	nt	-2.2	-2	-1	8
Cc1cccc(N2CCN(C(=O)COCc3cc(-c4ccc5c(c4)OCO5)on3)CC2)c1C	-10	38	3	-18	-35	-1.2	i	11	-2	8
COc1cccc(N2C(=O)/C(=C/c3ccc(C)o3)C(=O)NC2=S)c1	-5	1	13*	-16	0	0.6	-0.4	9	2	-16
O=[N+]([O-])c1cc(C(F)(F)F)ccc1NCCc1ccccn1	-7	-7	nt	nt	1	1.0	-0.6	-10	8	0
CN(C)C(CNC(=O)c1ccc(S(=O)(=O)NCc2ccco2)cc1)c1ccccc1 (configuration not stated)	-1	2	0	5	9	nt	-0.2	-3	3	-13
C=CCCC(=O)Nc1ccc(Br)cn1	-11	4	4	14	1	-0.1	i	7	-4	-12
Cc1ccc(NC(=O)C2CC(O)CN2C(=O)Oc2ccccc2)c(C)c1 (configuration not stated)	4	2	-3	20	3	-0.6	-0.3	-6	-18	-1
COc1ccc(NS(=O)(=O)c2cc(NC(=O)Cc3n[nH]c(=O)c4ccccc34)ccc2OC)cc1	nt	13	nt	nt	5	-1.6	-1.4	6	12	-7
Cc1occc1C(=O)N1CCCC(N2CCN(c3ccccc3F)CC2)C1 (configuration not stated)	-5	16	5	19	-3	0.8	-1.9	2	6	12
CCN(CC)c1ccc(NC(=O)c2cc3ccccc3o2)c(C)c1	2	-7	2	-5	-3	nt	i	-1	-14	2
CC/C(=N\NC(=O)c1c(C)nc2ccccn12)c1ccc(Cl)cc1	4	-8	0	6	-4	-1.1	-0.4	-1	nt	16
CCc1ccc(-c2nc(SCC(=O)N3CCOCC3)n[nH]2)cc1	3	-3	3	4	-9	0.8	-0.4	4	-4	-6
Cc1[nH]n(-c2ccccc2)c(=O)c1N=Nc1ccccc1C(=O)O	7	9	9	-5	7	-0.3	-0.4	-8	-4	7
Cc1nc(C)c(C(=O)OCC(=O)NCc2ccccc2)s1	3	0	nt	nt	10	-0.2	i	1	4	0
C=CCNC(=S)N1CC2(C)CN(C(=S)NCC=C)CC(C)(C1)C2=O	-2	1	0	13	8	-0.6	-0.3	3	1	-10
CCOC(=O)Cc1csc(N/N=C\c2ccccc2OC)n1	0	-5	-1	-4	10	-0.5	-0.9	-4	nt	15
Cc1nc2ccc(NC(=O)N3CCN(c4ccccn4)CC3)cc2s1	-4	-3	-2	11	-1	nt	-5.6	4	-6	5
COc1cccc(C(=O)N2CCN(C(=O)c3cccc4ccccc34)CC2)c1OC	-1	0	-3	29	-1	nt	0.4	-3	-7	2
COc1ccc([C@H]2C[C@@H](n3cc(-c4ccc(F)cc4)nn3)[C@H](O)CN2C(=O)C2CCCCC2)cc1	nt	25	nt	nt	-25	0.8	-0.1	-3	nt	0
CC1CCCCN1C(=O)Cc1ccc(F)cc1 (configuration not stated)	-1	3	5	17	-1	nt	10	-2	1	-2
CC1=C(C#N)C(c2ccccc2O)C(C#N)=C(C)N1	2	4	1	12	6	0.3	i	4	-7	5
CC(C)NC(=O)Nc1ccc2c(c1)C(=O)N([C@H](C)CO)C[C@H](C)[C@@H](CN(C)S(=O)(=O)c1ccccc1)O2	0	13	nt	nt	1	-0.1&-0.8	-0.5	3	2	0
CC(C)CNC(=O)Nc1ccccc1F	-3	5	-1	33	10	0.3	-2.0	-2	-7	0
CCOC(=O)C(O)(CC(=O)c1ccc(OC)cc1)C(F)(F)F (configuration not stated)	-3	12	1	-9	-10	nt	0.5	2	-27	2
O=C(C1CCCCN1S(=O)(=O)c1ccccc1[N+](=O)[O-])N1CCOCC1 (configuration not stated)	2	4	-2	13	-5	-0.5	-0.4	-6	8	15
Cn1ccnc1SCC(=O)Nc1cccc(C(F)(F)F)c1	5	4	5	30	5	nt	i	-4	1	7
C=CC[C@@H](CC(=O)N(CCO)Cc1ccccc1)C(=O)NCCOC(=O)[C@@H](CC=C)Cc1ccc(F)cc1	0	27	nt	nt	-10	1.9	-1.0	11	3	12
Cn1c(=O)n(C)c2cc(NC(=O)c3ccc(F)cc3)ccc21	6	-4	2	0	12	1.2	1.5	0	-2	-11
CC1=CC(C)[C@H](/C=N/n2c(=O)[nH]c3c([nH]c4ccc(Br)cc43)c2=O)C(C)C1 (some centres not stated)	-4	12	-2	8	-14	0.2	-0.2	-5	nt	-4
Cc1cccc(NC(=O)c2cc(-c3ccc(C)s3)nc3ccccc23)n1	-25	7	-2	10	-4	0.8	-1.3	22	-54	-16
CCN1C(=O)CC(N2CCN(c3ccc(OC)cc3)CC2)C1=O (configuration not stated)	2	6	4	6	7	nt	-1.2	3	-1	-4
C=C(C)CN(CC)C(=O)CN1C(=O)NC2(CCc3ccccc32)C1=O (configuration not stated)	2	3	0	22	-4	-0.3	i	0	-2	20
O=[N+]([O-])c1ccc(Sc2ccc(F)cc2)nc1	4	4	nt	nt	-2	2.4	-0.5	-13	9	3
O=C(c1cccc(S(=O)(=O)Nc2cccc(C(F)(F)F)c2)c1)N1CCOCC1	8	8	2	21	11	2.5	-0.5	-4	-1	8

By substructure: the compounds so far with a Cl atom
SMILES	Rv3671c protease	Yp Topo-I inh	SARS 3CLpro inh	VHR inh abs	MazF activator	TcdB inh	BH1578 lux ind	PrPC TRFRET	PriA SSB inh	CCHF vOTU inh
CC(=O)c1ccc(S(=O)(=O)Nc2ccc(Cl)c(S(=O)(=O)N3CCCC3)c2)cc1	8	6	nt	nt	-3	1.6	-1.4	10	3	7
Nc1nonc1-n1nnc(C(=O)N/N=C\c2cccc(Cl)c2)c1CN1CCOCC1	-5	-4	-5	15	-4	2.3	-0.5	2	nt	13
CC1(C(=O)N/N=C/c2c(F)c(F)c(F)c(F)c2F)CC1(Cl)Cl (configuration not stated)	-4	4	nt	nt	5	1.8	-0.8	-6	nt	7
O=C(NC1CCN(Cc2ccc(Cl)c(Cl)c2)CC1)c1ccccc1	-2	6	-2	0	0	1.5	-0.6	-4	5	2
CC/C(=N\NC(=O)c1c(C)nc2ccccn12)c1ccc(Cl)cc1	4	-8	0	6	-4	-1.1	-0.4	-1	nt	16

From PubChem BioAssay
